PAD4 FP inh: PAD4 (human) enzyme inhibition; inhibition, % at 6.36 µM; hit rate 0.41% among 330,000; Q9UM07; recombinant PAD4, RCA probe fluorescence polarization;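 active means percent inhibition above a cutoff equal to the mean of all tested compounds plus 3 SD, cut at about 15% in these data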;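 further: 0% = PAD4 with RCA probe and DMSO and 100% = probe without PAD4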
Target sequence (Q9UM07 whole entry, looked up): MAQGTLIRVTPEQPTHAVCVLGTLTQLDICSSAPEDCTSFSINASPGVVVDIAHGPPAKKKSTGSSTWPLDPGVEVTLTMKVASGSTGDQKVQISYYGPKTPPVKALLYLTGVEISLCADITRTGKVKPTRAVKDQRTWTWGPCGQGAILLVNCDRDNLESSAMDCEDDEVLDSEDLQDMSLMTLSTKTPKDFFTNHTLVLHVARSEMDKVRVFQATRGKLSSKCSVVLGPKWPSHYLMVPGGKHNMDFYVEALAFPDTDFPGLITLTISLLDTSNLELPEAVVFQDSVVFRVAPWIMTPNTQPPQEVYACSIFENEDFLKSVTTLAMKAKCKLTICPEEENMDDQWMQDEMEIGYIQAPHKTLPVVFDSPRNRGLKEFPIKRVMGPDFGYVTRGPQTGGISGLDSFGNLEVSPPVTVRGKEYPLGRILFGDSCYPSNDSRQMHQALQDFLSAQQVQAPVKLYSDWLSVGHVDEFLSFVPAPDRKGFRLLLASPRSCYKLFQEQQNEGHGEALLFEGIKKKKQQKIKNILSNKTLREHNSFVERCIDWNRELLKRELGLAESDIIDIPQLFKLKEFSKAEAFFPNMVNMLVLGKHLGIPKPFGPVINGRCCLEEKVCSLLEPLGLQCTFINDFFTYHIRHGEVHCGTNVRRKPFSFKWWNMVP
MEX-5 binding: C. elegans MEX-5 TCR-2 RNA binding activity. Q9XUB2. MEX-5/FITC-TCR2 RNA binding, fluorescence polarization; hits give low values. activity score (negative = inhibition of binding), % at 10 µM. hit rate 0.38% among 300,000. AID 1832;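 active means inhibition past about -25% in most replicates, and total fluorescence under double the plate's negative control median, limit read from the data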;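 further: 0% = DMSO and -100% = 5 µM competing unlabeled TCR2 RNA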
GLD-1 RNA inh: GLD-1-TGE RNA interaction inhibition (C. elegans); Q17339; purified GLD-1 + fluorescein TGE RNA, fluorescence polarization; inhibition, % at 5.96 µM; hit rate 0.44% among 320,000;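 active means percent inhibition above a per-plate cutoff, the plate mean of test compounds plus 3 SD, cut at about 30% in these data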;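 further: 0% = DMSO wells with GLD-1 and probe and 100% = wells lacking GLD-1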
TPT1 inh: inhibitors of Candida albicans tRNA 2'-phosphotransferase TPT1; recombinant caTPT1, FP RNA substrate dephosphorylation; inhibition, % at 5 µM; hit rate 0.81% among 300,000;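 active means inhibition above the mean of all tested compounds plus 3 SD, set per screening campaign, cut at about 24% in these data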;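 further: plate controls were DMSO alone for no effect and ferristatin control at 100 nM for full effect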
Fam108B counter: counter-screen for RBBP9 inhibitors: inhibitors of mouse Fam108B. recombinant Fam108B, FP-Rh probe fluorescence polarization. hit rate 0.33% among 300,000. inhibition, % at 9.51 µM;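 active means inhibition above the screen mean inhibition plus 3 SD, computed separately per campaign, cut at about 18% in these data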;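 further: inhibitors lower polarization as less probe binds the enzyme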
Bcl-xL primary: inhibitors of human Bcl-xL; GST-Bcl-xL / FITC-Bim BH3 peptide fluorescence polarization; hit rate 0.7% among 320,000; AID 2129; inhibition, % at 10.9 µM; Q07817;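 active means inhibition above the mean of all tested compounds plus 3 SD, cutoff set per campaign, cut at about 30% in these data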;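 further: 0% = DMSO wells and 100% = unlabeled Bim-BH3 peptide competitor; inhibitors lower millipolarization by displacing the labeled peptide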
Target sequence (Q07817 whole entry, looked up): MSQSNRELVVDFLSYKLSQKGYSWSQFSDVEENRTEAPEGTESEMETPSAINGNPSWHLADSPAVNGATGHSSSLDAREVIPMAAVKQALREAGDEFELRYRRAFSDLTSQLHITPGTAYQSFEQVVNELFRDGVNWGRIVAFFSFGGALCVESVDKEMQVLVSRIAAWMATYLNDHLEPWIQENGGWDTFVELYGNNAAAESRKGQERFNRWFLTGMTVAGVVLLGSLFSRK
PME-1 primary: blocks human protein phosphatase methylesterase 1; Q9Y570; recombinant PME-1, FP-Rh probe fluorescence polarization; inhibition, % at 5.9 µM; hit rate 0.53% among 320,000; AID 2130;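 active means inhibition above the campaign mean of all compounds plus 3 SD, cut at about 26% in these data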;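 further: competitive labeling of PME-1 active site by serine hydrolase directed probe; 0% = PME-1 with DMSO and 100% = wells lacking PME-1 enzyme; inhibitors block probe labeling so polarization falls and inhibition rises; many of its hits are not listed in these tables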
GSTO1 counter: blocks human GSTO1 in RBBP9 counter-screen; recombinant GSTO1, activity-based probe fluorescence polarization; P78417; hit rate 1.1% among 300,000; inhibition, % at 5.96 µM;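 active means inhibition above the campaign mean inhibition plus 3 SD, cut at about 35% in these data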;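 further: 0% = GSTO1-1 with DMSO and 100% = wells lacking GSTO1-1 enzyme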
MCL1-BIM inh: inhibitors of human MCL1 binding to BIM-BH3 peptide; GST-MCL1 / FITC-Bim-BH3 fluorescence polarization; inhibition, % at 10.9 µM; hit rate 0.68% among 320,000; Q07820;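 active means inhibition above the mean inhibition of all tested compounds plus 3 SD, set per campaign, cut at about 40% in these data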;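 further: 0% = DMSO wells and 100% = unlabeled Bim-BH3 peptide control; higher means more loss of mP so more displacement of Bim peptide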
Numbers without * were called inactive. A portion of the library; rates above refer to the full screens.

C=CCN1C(=O)CN=C1Nc1cc(C)ccc1C was read as PAD4 FP inh 1, MEX-5 binding -4.1, GLD-1 RNA inh 2, TPT1 inh -2, Fam108B counter -1, Bcl-xL primary 4, PME-1 primary -6, GSTO1 counter -9 and MCL1-BIM inh 7.
Cc1cccc(NC(=O)CSc2nnc(CNC(=O)c3ccc(S(=O)(=O)N(C)C)cc3)n2-c2ccccc2)c1 was read as PAD4 FP inh 3, MEX-5 binding 3.7, GLD-1 RNA inh -3, TPT1 inh 0, Fam108B counter -5, Bcl-xL primary 2, PME-1 primary -2, GSTO1 counter -4 and MCL1-BIM inh 3.
Screening Cc1ccc(C(=O)OCCc2c(C)[nH]n(-c3ccccc3)c2=O)cc1 returned PAD4 FP inh 2, MEX-5 binding -0.8, GLD-1 RNA inh 1, TPT1 inh 0, Fam108B counter -4, Bcl-xL primary 2, PME-1 primary 1, GSTO1 counter -1 and MCL1-BIM inh 2.
For COc1cccc(CC(=O)N2CCN(c3ccccc3[N+](=O)[O-])CC2)c1 the results were PAD4 FP inh -8, MEX-5 binding -2.1, GLD-1 RNA inh 20, TPT1 inh 0, Fam108B counter -3, Bcl-xL primary 28, PME-1 primary -2, GSTO1 counter 0 and MCL1-BIM inh 19.
`Cc1c(Br)c([N+](=O)[O-])nn1CC(=O)Nc1ccc(Cc2ccncc2)cc1` gave PAD4 FP inh 2, MEX-5 binding -3.5, GLD-1 RNA inh 5, TPT1 inh 4, Fam108B counter 0, Bcl-xL primary -10, PME-1 primary 0, GSTO1 counter -10 and MCL1-BIM inh -10.
Screening COc1ccc(OC)c(NC(=O)CSc2nncc3ccc(OC)c(OC)c23)c1 returned PAD4 FP inh 0, MEX-5 binding -6.0, GLD-1 RNA inh 10, TPT1 inh 1, Fam108B counter 5, Bcl-xL primary 1, PME-1 primary 3, GSTO1 counter 10 and MCL1-BIM inh 4.
Screening Cc1ccnc(NC(=O)COC(=O)C23CC4CC(CC(C4)C2)C3)n1 returned PAD4 FP inh 4, MEX-5 binding -0.5, GLD-1 RNA inh 9, TPT1 inh -1, Fam108B counter 0, Bcl-xL primary 3, PME-1 primary -2, GSTO1 counter -6 and MCL1-BIM inh 0.
`CCn1c(SCC(=O)NC2CCCCC2)nnc1-c1cc2cccc(OC)c2o1` gave PAD4 FP inh 8, MEX-5 binding -2.8, GLD-1 RNA inh 2, TPT1 inh -4, Fam108B counter 0, Bcl-xL primary -2, PME-1 primary -2, GSTO1 counter 8 and MCL1-BIM inh -14.
Screening CC(C)(C)c1[nH]nc2c1C(c1ccco1)C(C#N)=C(N)O2 (stereo not drawn) returned PAD4 FP inh 0, MEX-5 binding 1.3, GLD-1 RNA inh -5, TPT1 inh 2, Fam108B counter -4, Bcl-xL primary 4, PME-1 primary 1, GSTO1 counter 9 and MCL1-BIM inh 9.
For COc1cccc(NC(=S)N(CCCN2CCCC2)Cc2cccn2Cc2ccc(Cl)cc2)c1 the results were PAD4 FP inh 1, MEX-5 binding 1.0, GLD-1 RNA inh 7, TPT1 inh -3, Fam108B counter -2, Bcl-xL primary 6, PME-1 primary 1, GSTO1 counter 11 and MCL1-BIM inh 4.
Screening Cc1cc(N2CCOCC2)nc(SCC(=O)OCc2ccccc2)n1 returned PAD4 FP inh -9, MEX-5 binding 0.5, GLD-1 RNA inh -5, TPT1 inh -1, Fam108B counter 1, Bcl-xL primary 1, PME-1 primary 2, GSTO1 counter 3 and MCL1-BIM inh 5.
For C=C(c1cccc2ccccc12)P(=O)(O)O the results were PAD4 FP inh -1, MEX-5 binding -0.9, GLD-1 RNA inh 6, TPT1 inh -4, Fam108B counter -3, Bcl-xL primary -1, PME-1 primary -3, GSTO1 counter 2 and MCL1-BIM inh 8.
Screening Cc1nc(Cl)c(C(=O)NCCc2ccccc2)c(C)c1[N+](=O)[O-] returned PAD4 FP inh -1, MEX-5 binding 1.1, GLD-1 RNA inh 3, TPT1 inh -2, Fam108B counter 2, Bcl-xL primary 4, PME-1 primary 6, GSTO1 counter -4 and MCL1-BIM inh 3.
For O=C(NC1CCCc2c1cnn2-c1ccccc1F)c1ccccn1 (stereo not drawn) the results were PAD4 FP inh -2, MEX-5 binding 2.5, GLD-1 RNA inh -4, TPT1 inh -4, Fam108B counter 2, Bcl-xL primary 3, PME-1 primary 3, GSTO1 counter 0 and MCL1-BIM inh 5.
Screening CCCCCOC(=O)c1ccc(NC(=O)c2ccco2)cc1 returned PAD4 FP inh -1, MEX-5 binding 0.3, GLD-1 RNA inh -4, TPT1 inh -3, Fam108B counter -7, Bcl-xL primary 3, PME-1 primary -28, GSTO1 counter -8 and MCL1-BIM inh 0.
CCC(=O)N1CCc2cc(S(=O)(=O)CCC(=O)N3CCc4ccccc4C3)ccc21 was read as PAD4 FP inh -1, MEX-5 binding -0.6, GLD-1 RNA inh 4, TPT1 inh 1, Fam108B counter 4, Bcl-xL primary 1, PME-1 primary 8, GSTO1 counter 7 and MCL1-BIM inh 1.
`CCOC(=O)c1ccc(NC(=O)N2CC(C)OC(C)C2)cc1` (stereo not drawn) gave PAD4 FP inh -3, MEX-5 binding 1.7, GLD-1 RNA inh 11, TPT1 inh -1, Fam108B counter -2, Bcl-xL primary 5, PME-1 primary -3, GSTO1 counter -4 and MCL1-BIM inh 5.
For Nc1nc(N)c(N=Nc2ccc(C(=O)O)cc2)c(N)n1 the results were PAD4 FP inh 3, MEX-5 binding -3.5, GLD-1 RNA inh 8, TPT1 inh 3, Fam108B counter -4, Bcl-xL primary 8, PME-1 primary -5, GSTO1 counter 5 and MCL1-BIM inh -1.
Screening CCCC(=O)O/N=C(\c1ccccc1)c1ccncc1 returned PAD4 FP inh -2, MEX-5 binding 0.4, GLD-1 RNA inh -2, TPT1 inh -2, Fam108B counter 2, Bcl-xL primary 3, PME-1 primary -1, GSTO1 counter 2 and MCL1-BIM inh 1.
For COc1cccc(NC(=O)COc2ccc(C(=S)N3CCN(C)CC3)cc2OC)c1 the results were PAD4 FP inh -1, MEX-5 binding -3.3, GLD-1 RNA inh -1, TPT1 inh -2, Fam108B counter 1, Bcl-xL primary 2, PME-1 primary 3, GSTO1 counter -7 and MCL1-BIM inh 7.

Random excerpt: 2 entries already listed
Screening Cc1ccnc(NC(=O)COC(=O)C23CC4CC(CC(C4)C2)C3)n1 returned PAD4 FP inh 4, MEX-5 binding -0.5, GLD-1 RNA inh 9, TPT1 inh -1, Fam108B counter 0, Bcl-xL primary 3, PME-1 primary -2, GSTO1 counter -6 and MCL1-BIM inh 0.
C=CCN1C(=O)CN=C1Nc1cc(C)ccc1C was read as PAD4 FP inh 1, MEX-5 binding -4.1, GLD-1 RNA inh 2, TPT1 inh -2, Fam108B counter -1, Bcl-xL primary 4, PME-1 primary -6, GSTO1 counter -9 and MCL1-BIM inh 7.

Next results follow.
For COc1ccc(S(=O)(=O)NC(CC(=O)NCc2ccc3c(c2)OCO3)c2ccco2)cc1 (stereo not drawn) the results were PAD4 FP inh 1, MEX-5 binding 2.7, GLD-1 RNA inh -1, TPT1 inh -3, Fam108B counter -3, Bcl-xL primary 9, PME-1 primary 2, GSTO1 counter 15 and MCL1-BIM inh 1.
`COC(=O)Cc1ccc(NC(=O)c2ccc3c(c2)C(=O)N(Cc2cccnc2)C3=O)cc1` gave PAD4 FP inh -2, MEX-5 binding -0.6, GLD-1 RNA inh -2, TPT1 inh -2, Fam108B counter 2, Bcl-xL primary 2, PME-1 primary 3, GSTO1 counter 3 and MCL1-BIM inh -5.
Screening Cc1c(C)c(C)c(C(=O)CCc2cccc(NC(=O)CCC(=O)O)c2)c(C)c1C returned PAD4 FP inh -4, MEX-5 binding 0.9, GLD-1 RNA inh 1, TPT1 inh -1, Fam108B counter 5, Bcl-xL primary 3, PME-1 primary 1, GSTO1 counter 0 and MCL1-BIM inh 2.
Screening CCOc1cc2[nH]c(=S)n(Cc3ccc(C(=O)NCCCOC)cc3)c(=O)c2cc1OCC returned PAD4 FP inh 2, MEX-5 binding 0.9, GLD-1 RNA inh 10, TPT1 inh -2, Fam108B counter 4, Bcl-xL primary -12, PME-1 primary -6, GSTO1 counter 4 and MCL1-BIM inh -17.
Cn1nnnc1SCC(=O)Nc1ccccc1C(N)=O was read as PAD4 FP inh -6, MEX-5 binding 3.4, GLD-1 RNA inh 6, TPT1 inh -5, Fam108B counter -2, Bcl-xL primary 4, PME-1 primary -1, GSTO1 counter 6 and MCL1-BIM inh -1.
For CCc1c(O)nc(SCC(=O)Nc2ccccc2OC)[nH]c1=O the results were PAD4 FP inh 15, MEX-5 binding -1.7, GLD-1 RNA inh 3, TPT1 inh 0, Fam108B counter 2, Bcl-xL primary 0, PME-1 primary 6, GSTO1 counter 12 and MCL1-BIM inh -1.
For CCOc1cccc(/C=C/c2ccc3ccccc3n2)c1OC(C)=O the results were PAD4 FP inh -1, MEX-5 binding -0.3, GLD-1 RNA inh 11, TPT1 inh 3, Fam108B counter -2, Bcl-xL primary -3, PME-1 primary 3, GSTO1 counter -11 and MCL1-BIM inh -10.
`Cc1ccccc1OCc1nc2ccccc2c(=O)n1/N=C/c1c[nH]c2ccccc12` gave PAD4 FP inh -5, MEX-5 binding -1.2, GLD-1 RNA inh 3, TPT1 inh 0, Fam108B counter -8, Bcl-xL primary 4, PME-1 primary -23, GSTO1 counter -12 and MCL1-BIM inh 3.
Cc1cccc(C)c1NC(=O)CN(C)c1ccc(C(F)(F)F)cn1 was read as PAD4 FP inh -2, MEX-5 binding 0.1, GLD-1 RNA inh 3, TPT1 inh 2, Fam108B counter -1, Bcl-xL primary 7, PME-1 primary 3, GSTO1 counter 4 and MCL1-BIM inh 13.
C/C(=N\NC(=O)c1ccc([N+](=O)[O-])cc1)c1cccc([N+](=O)[O-])c1 was read as PAD4 FP inh -1, MEX-5 binding -2.5, GLD-1 RNA inh 4, TPT1 inh -2, Fam108B counter 2, Bcl-xL primary 6, PME-1 primary -5, GSTO1 counter 2 and MCL1-BIM inh 0.
O=C(NN1C(=O)/C(=C/c2cccs2)SC1=S)c1cccnc1 was read as PAD4 FP inh -3, GLD-1 RNA inh 2, TPT1 inh 3, Fam108B counter 5, Bcl-xL primary 1, PME-1 primary 6, GSTO1 counter 23 and MCL1-BIM inh 1.
Screening N#Cc1ccccc1CSc1nnc(-c2ccncc2)o1 returned PAD4 FP inh -7, MEX-5 binding 4.5, GLD-1 RNA inh 3, TPT1 inh 0, Fam108B counter -4, Bcl-xL primary 0, PME-1 primary 2, GSTO1 counter -4 and MCL1-BIM inh -7.
`COc1ccc(-c2csc(NC(=O)CSCc3c(C)noc3C)n2)c(OC)c1` gave PAD4 FP inh -5, MEX-5 binding -2.7, GLD-1 RNA inh 8, TPT1 inh 2, Fam108B counter 4, Bcl-xL primary 9, PME-1 primary 3, GSTO1 counter -5 and MCL1-BIM inh 6.
CCN(CC)S(=O)(=O)c1cccc(NC(=O)c2ccccc2Br)c1 was read as PAD4 FP inh -4, MEX-5 binding -1.3, GLD-1 RNA inh -3, TPT1 inh -2, Fam108B counter 4, Bcl-xL primary 5, PME-1 primary 6, GSTO1 counter 1 and MCL1-BIM inh 2.
Screening Cc1cc(Cl)ccc1NC(=O)COC(=O)CCNS(=O)(=O)c1ccccc1 returned PAD4 FP inh 1, GLD-1 RNA inh 9, Bcl-xL primary 1, PME-1 primary -1 and MCL1-BIM inh 5.
CCN1CCc2c(sc(NC(=O)c3ccc(S(=O)(=O)N4CCOCC4)cc3)c2C(=O)OC)C1 was read as PAD4 FP inh -5, MEX-5 binding 2.3, GLD-1 RNA inh -3, TPT1 inh 3, Fam108B counter -3, Bcl-xL primary 0, PME-1 primary 6, GSTO1 counter -3 and MCL1-BIM inh -4.

Screening results from PubChem BioAssay.
